Screens: PubChem BioAssay, Sanford-Burnham Center for Chemical Genomics
DNMT1 inh – blocks human DNA methyltransferase DNMT1. P26358. DNMT1 molecular beacon, Hinp1I cleavage, fluorescence. inhibition (reported as % activation of signal), % at 10 µM. hit rate 0.83% among 360,000; in the data active means inhibition above about 50%
Rpn11 inh – Rpn11 (human) deubiquitinase inhibition | human 26S proteasome, Ub4-pepOG fluorescence polarization; 20S core pre-blocked with epoxomicin | calls only at 20 µM | hit rate 0.59% among 360,000 | AID 588493;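 active means inhibition at 20 µM, scaled to each plate's controls, above about 33%, limit read from the data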
Target sequence (O00487 whole entry, looked up): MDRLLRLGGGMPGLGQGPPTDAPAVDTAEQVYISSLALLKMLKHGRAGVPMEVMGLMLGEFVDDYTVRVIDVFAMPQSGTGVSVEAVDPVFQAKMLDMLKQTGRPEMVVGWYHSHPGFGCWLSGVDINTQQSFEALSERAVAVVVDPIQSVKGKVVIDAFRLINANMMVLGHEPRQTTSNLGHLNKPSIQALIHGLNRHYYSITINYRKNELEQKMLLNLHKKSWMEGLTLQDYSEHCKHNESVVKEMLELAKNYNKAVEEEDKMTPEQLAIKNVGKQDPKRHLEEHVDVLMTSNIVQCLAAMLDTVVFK
Scp1 inh – Scp-1 (human) phosphatase inhibition; Q9GZU7; Recombinant Scp1, phosphopeptide, malachite green phosphate absorbance; inhibition, % at 20 µM; hit rate 0.88% among 340,000;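 active means inhibition above about 50% at 20 µM, limit read from the data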;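 further: plate controls were DMSO wells with enzyme for no effect and wells lacking enzyme for full effect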
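System: truncated SCP-1 phosphatase (76-261aa); medium: Tris acetate buffer pH 5.5 with MgCl2 and Tween-20; incubation: 45 min room-temperature reaction, 5 min colour, 30 min stabiliser; compound: single 20 µM dose, 1% DMSO; reagent: Phosphorylated 17-residue peptide substrate; read-out: % inhibition at 20 µM; technique: colorimetric free-phosphate detection, absorbance 630 nm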
CendR NRP1 mod – NRP-1/CendR interaction modulation; AID 602438; FAM-RPARPAR peptide binding to NRP-1, fluorescence polarization; inhibition, % at 25 µM; hit rate 0.85% among 360,000; O14786;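 active means inhibition or corrected inhibition above about 18%, plus a signal ratio from 0.5 to 1.5, limit read from the data, passing the limit was not always enough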; further: strong numbers were not always called active
SUMO1-SIM PPI – SUMO1-SIM interaction modulation | P63165 | inhibition, % at 20 µM | AID 602429 | SUMO1 binding to a labelled peptide, TR-FRET, 1 h | hit rate 0.33% among 360,000; in the data active means inhibition above about 37%
SKN-1 block – inhibitors of C. elegans SKN-1; C. elegans VP596 Pgst-4::GFP/RFP ratio, acrylamide-induced, 24 h; inhibition, % at 21.8 µM; hit rate 0.49% among 360,000; AID 624304;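 active means interference check ratio from 0.5 to 1.5 plus GFP to RFP signal ratio inhibition reaching or exceeding a fixed threshold, cut at about 30% in these data, passing the limit was not always enough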; further: some compounds called inactive have numbers as strong as hits
NadD inh – inhibitors of Staphylococcus aureus NadD. purified NadD enzyme, colorimetric absorbance read-out. inhibition, % at 20 µM. hit rate 0.78% among 360,000. AID 602399; in the data active means inhibition above about 26%; further: some compounds past the cut are filed as inactive
LMPTP block – LMPTP (human) inhibition. hit rate 0.22% among 360,000. inhibition, % at 20 µM. recombinant LMPTP-A, OMFP fluorogenic substrate, fluorescence intensity. P24666;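 active means compounds that cut the enzyme signal by at least half of the control window in the single-dose screen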;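 further: plate controls were DMSO wells with enzyme plus substrate for no effect and substrate without enzyme for full effect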
Target sequence (P24666 whole entry, looked up): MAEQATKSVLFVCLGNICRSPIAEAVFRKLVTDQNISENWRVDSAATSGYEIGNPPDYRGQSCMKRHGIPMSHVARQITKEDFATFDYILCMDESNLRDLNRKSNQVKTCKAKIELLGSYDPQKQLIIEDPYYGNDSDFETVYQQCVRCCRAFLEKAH
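Assay system: LMPTP-A phosphatase enzyme | Input: 0.625 nM enzyme | Also added: Fluorogenic phosphatase substrate OMFP at 400 µM final | Compound dosing: One test concentration per compound, 20 µM, with 3% DMSO overall | Schedule: 50 min enzyme reaction at room temperature, protected from light | Signal: Fluorescence intensity | Benchmarks: no-enzyme and uninhibited controls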
STEP inh – blocks human striatal-enriched tyrosine phosphatase | P54829 | recombinant STEP, OMFP fluorogenic substrate, fluorescence | inhibition, % at 20 µM | hit rate 0.25% among 360,000 | AID 588621;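 active means inhibition at 20 µM, scaled per plate between control wells, above about 37%, limit read from the data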;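 further: 0% = DMSO with enzyme and substrate and 100% = substrate only without enzyme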
Target sequence (P54829 whole entry, looked up): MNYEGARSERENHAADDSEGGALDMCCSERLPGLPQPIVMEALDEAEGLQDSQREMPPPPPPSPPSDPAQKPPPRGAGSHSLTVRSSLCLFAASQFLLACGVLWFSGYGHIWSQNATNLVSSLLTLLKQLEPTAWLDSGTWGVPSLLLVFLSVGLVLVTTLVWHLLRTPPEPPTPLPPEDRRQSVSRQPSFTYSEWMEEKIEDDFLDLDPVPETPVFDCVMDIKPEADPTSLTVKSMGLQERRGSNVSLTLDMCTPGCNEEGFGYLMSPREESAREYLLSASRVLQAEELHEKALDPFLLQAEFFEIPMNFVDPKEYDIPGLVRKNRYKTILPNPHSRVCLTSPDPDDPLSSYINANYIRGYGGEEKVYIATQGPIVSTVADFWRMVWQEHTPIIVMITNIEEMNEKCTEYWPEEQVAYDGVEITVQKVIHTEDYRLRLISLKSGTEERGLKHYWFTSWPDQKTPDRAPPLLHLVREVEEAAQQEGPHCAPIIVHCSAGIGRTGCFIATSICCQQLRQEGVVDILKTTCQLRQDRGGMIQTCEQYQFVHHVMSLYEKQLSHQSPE
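System: STEP phosphatase, cell-free reaction; Buffer or medium: Bis-Tris pH 6.0 buffer with DTT, detergent; Incubation: 20 min at room temperature, dark; Measured by: fluorescence, 480/540 nm.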
MT1-MMP act inh – inhibitors of human MT1-MMP activation | HT1080 RFP-PRO-GFP cells, GFP/RFP ratio fluorescence, overnight; percent of plate control window, DMSO zero | GFP/RFP ratio change, % at 20 µM | hit rate 0.061% among 360,000 | AID 651647;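 active means GFP/RFP ratio change of at least 30% with cell ATP level not reduced by more than half and red fluorescence within 50% of control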; further: strong numbers were not always called active
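system = RFP-PRO-GFP reporter HT1080 cells | dosing = 20 µM single dose, 1% DMSO | timing = overnight cell settling, then overnight compound exposure, 37 °C, 5% CO2 | read-out basis = GFP/RFP fluorescence ratio | controls = DMSO and RFP-L50D-GFP cell wells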
An asterisk follows results filed as active. Compounds were not picked by outcome; about 3.9% have a hit in one of these screens.

Screening O=C(Nc1ccccc1)O/N=C1/CCCc2occc21 returned DNMT1 inh 7, Rpn11 inh inactive, Scp1 inh -1, CendR NRP1 mod -18, SUMO1-SIM PPI 0, SKN-1 block 5, NadD inh -3, LMPTP block -1.2, STEP inh -1 and MT1-MMP act inh -5.
`CCc1ccc2nc(NC(=O)Cn3cnc4ccccc4c3=O)sc2c1` gave DNMT1 inh 50, Rpn11 inh inactive, Scp1 inh -4, CendR NRP1 mod -8, SUMO1-SIM PPI 6, SKN-1 block 8, NadD inh 9, LMPTP block 0.2, STEP inh -1 and MT1-MMP act inh -2.
CC(=O)NC1(C(F)(F)F)C(=O)Nc2c1c(=O)[nH]c(=O)n2-c1ccccc1 (stereo not drawn) was read as DNMT1 inh -1, Rpn11 inh inactive, Scp1 inh -12, CendR NRP1 mod 4, SUMO1-SIM PPI -3, SKN-1 block 12, NadD inh -4, LMPTP block -3.4, STEP inh -2 and MT1-MMP act inh 1.
COc1ccc(CC(=O)OCC(=O)NCC2CCCO2)cc1OC (stereo not drawn) was read as DNMT1 inh 0, Rpn11 inh inactive, Scp1 inh -5, CendR NRP1 mod 12, SUMO1-SIM PPI 5, SKN-1 block -18, NadD inh 2, LMPTP block -1.5, STEP inh -4 and MT1-MMP act inh 0.
Screening Nc1cc(C(=O)N/N=C/c2cccc([N+](=O)[O-])c2)n[nH]c1=O returned DNMT1 inh -1, Rpn11 inh inactive, Scp1 inh 3, CendR NRP1 mod -1, SUMO1-SIM PPI -26, SKN-1 block 9, NadD inh 4, LMPTP block 4.8, STEP inh 2 and MT1-MMP act inh -2.
For Cc1ccc(NC(=O)CN(C)Cc2ccc(F)cc2)c([N+](=O)[O-])c1 the results were DNMT1 inh -3, Rpn11 inh inactive, Scp1 inh -4, CendR NRP1 mod -7, SUMO1-SIM PPI -17, SKN-1 block 20, NadD inh 1, LMPTP block 1.8, STEP inh -2 and MT1-MMP act inh 0.
Screening CCn1nc(C(=O)O)c(=O)c2cc3c(cc21)OCO3 returned DNMT1 inh 0, Rpn11 inh inactive, Scp1 inh 13, CendR NRP1 mod -6, SUMO1-SIM PPI -24, SKN-1 block -11, NadD inh -6, LMPTP block -2.1, STEP inh 2 and MT1-MMP act inh -3.
Screening COC(=O)c1sc2nc(-c3ccccc3)nc(N3CCN(C)CC3)c2c1C returned DNMT1 inh -8, Rpn11 inh inactive, Scp1 inh -9, CendR NRP1 mod -5, SUMO1-SIM PPI -8, SKN-1 block 17, NadD inh 4, LMPTP block 1.9, STEP inh 2 and MT1-MMP act inh 15.
`O=C(NCCCN1CCOCC1)c1ccc(Br)cc1` gave DNMT1 inh 1, Rpn11 inh inactive, Scp1 inh -7, CendR NRP1 mod -4, SUMO1-SIM PPI -1, SKN-1 block 5, NadD inh -3, LMPTP block -0.6, STEP inh -3 and MT1-MMP act inh 5.
Screening O=C(Nc1ccncc1)c1c(Cl)cccc1Cl returned DNMT1 inh 0, Rpn11 inh inactive, Scp1 inh -5, CendR NRP1 mod 9, SUMO1-SIM PPI 2, SKN-1 block -8, NadD inh 3, LMPTP block -1.4, STEP inh -1 and MT1-MMP act inh -17.
For CSc1sc(C(=O)Nc2ccc(F)cc2F)c2c1C=CCC2 the results were DNMT1 inh -21, Rpn11 inh inactive, Scp1 inh -7, CendR NRP1 mod -7, SUMO1-SIM PPI -1, SKN-1 block 1, NadD inh -5, LMPTP block 0.7, STEP inh 4 and MT1-MMP act inh 0.
`CCCCNC(=O)c1nc(-c2cccnc2OC)oc1-c1ccc(Cl)cc1` gave CendR NRP1 mod 1, SUMO1-SIM PPI -9, SKN-1 block 16, LMPTP block 3.1 and MT1-MMP act inh -1.
Screening COc1ccc(C(=O)NCc2nnc(SCC(=O)N3CCC(C)CC3)o2)cc1 returned DNMT1 inh 0, Rpn11 inh inactive, Scp1 inh 1, CendR NRP1 mod -13, SUMO1-SIM PPI -1, SKN-1 block -5, NadD inh -4, LMPTP block -1.4, STEP inh 0 and MT1-MMP act inh 3.
Screening O=C(NCCO)c1ccc(-c2nnc(Nc3ccc(O)cc3)c3ccccc23)cc1 returned DNMT1 inh -3, Rpn11 inh inactive, Scp1 inh -1, CendR NRP1 mod 1, SUMO1-SIM PPI -13, SKN-1 block -5, NadD inh 2, LMPTP block 1.9, STEP inh 2 and MT1-MMP act inh -4.
COCCN(Cc1ccccc1)C(=O)C1CCN(S(=O)(=O)c2ccc(OC)c(OC)c2)CC1 was read as DNMT1 inh -1, Rpn11 inh inactive, Scp1 inh 1, CendR NRP1 mod 0, SUMO1-SIM PPI 1, SKN-1 block 13, NadD inh 3, LMPTP block -0.4, STEP inh 0 and MT1-MMP act inh 0.
For CN(Cc1ccccc1)C(=O)COC(=O)c1ccc(=O)n(Cc2ccccc2)n1 the results were DNMT1 inh 0, Rpn11 inh inactive, Scp1 inh -6, CendR NRP1 mod -6, SUMO1-SIM PPI -14, SKN-1 block 9, NadD inh -5, LMPTP block 0.1, STEP inh 0 and MT1-MMP act inh 6.
For C=CCC(C(=O)Oc1c(C(C)(C)C)cc(C)cc1C(C)(C)C)c1ccccc1 (stereo not drawn) the results were DNMT1 inh 4, Rpn11 inh inactive, Scp1 inh -8, CendR NRP1 mod 9, SUMO1-SIM PPI 6, SKN-1 block -5, NadD inh 6, LMPTP block -1.0, STEP inh 2 and MT1-MMP act inh 1.
COc1ccc(C(=O)N2CCCc3ccccc32)cc1OC was read as DNMT1 inh 1, Rpn11 inh inactive, Scp1 inh -5, CendR NRP1 mod 7, SUMO1-SIM PPI -2, SKN-1 block 2, NadD inh -3, LMPTP block 1.5, STEP inh 0 and MT1-MMP act inh -8.
`NC(=O)N/N=C(/CCCCCC/C(=N\NC(N)=O)c1ccccc1)c1ccccc1` gave DNMT1 inh -11, Rpn11 inh inactive, Scp1 inh -22, CendR NRP1 mod -7, SUMO1-SIM PPI 3, SKN-1 block -9, NadD inh -10, LMPTP block 1.8, STEP inh 0 and MT1-MMP act inh -1.
`N#C/C(=C(/O)CN1CCCCC1)c1nc(-c2ccc(Cl)cc2)cs1` gave DNMT1 inh -5, Rpn11 inh inactive, Scp1 inh -4, CendR NRP1 mod 6, SUMO1-SIM PPI -5, SKN-1 block 6, NadD inh 4, LMPTP block 1.3, STEP inh -3 and MT1-MMP act inh -1.

Brought forward from above: two entries, then new ones.
`NC(=O)N/N=C(/CCCCCC/C(=N\NC(N)=O)c1ccccc1)c1ccccc1` gave DNMT1 inh -11, Rpn11 inh inactive, Scp1 inh -22, CendR NRP1 mod -7, SUMO1-SIM PPI 3, SKN-1 block -9, NadD inh -10, LMPTP block 1.8, STEP inh 0 and MT1-MMP act inh -1.
`N#C/C(=C(/O)CN1CCCCC1)c1nc(-c2ccc(Cl)cc2)cs1` gave DNMT1 inh -5, Rpn11 inh inactive, Scp1 inh -4, CendR NRP1 mod 6, SUMO1-SIM PPI -5, SKN-1 block 6, NadD inh 4, LMPTP block 1.3, STEP inh -3 and MT1-MMP act inh -1.
`CCOc1ccc2nc(NC(=O)CN3CCN(C)CC3)sc2c1` gave DNMT1 inh 73*, Rpn11 inh inactive, Scp1 inh 5, CendR NRP1 mod -1, SUMO1-SIM PPI 0, SKN-1 block -12, NadD inh 0, LMPTP block 2.7, STEP inh 0 and MT1-MMP act inh 0.
`O=[N+]([O-])c1c(NCCCO)cc(Sc2ccc(Cl)cc2)c2nonc12` gave DNMT1 inh -8, Rpn11 inh inactive, Scp1 inh -2, CendR NRP1 mod -4, SUMO1-SIM PPI -25, SKN-1 block 7, NadD inh 6, LMPTP block -0.4, STEP inh 4 and MT1-MMP act inh -21.
Screening COCCOC(=O)C1=C(C)N(c2ccccc2)C(=O)NC1c1cccc([N+](=O)[O-])c1 (stereo not drawn) returned DNMT1 inh 0, Rpn11 inh inactive, Scp1 inh 4, CendR NRP1 mod 0, SUMO1-SIM PPI -7, SKN-1 block -4, NadD inh -1, LMPTP block 0.2, STEP inh 1 and MT1-MMP act inh 0.
Cc1ccc(S(=O)(=O)NCCC(=O)NCc2ccccc2)cc1 was read as DNMT1 inh 3, Rpn11 inh inactive, Scp1 inh -3, CendR NRP1 mod 4, SUMO1-SIM PPI 1, SKN-1 block -13, NadD inh -4, LMPTP block -1.3, STEP inh 0 and MT1-MMP act inh -1.
`COc1cccc(CN2CCN(S(=O)(=O)c3ccc(NC(C)=O)cc3)CC2)c1OC` gave DNMT1 inh -1, Rpn11 inh inactive, Scp1 inh -11, CendR NRP1 mod 15, SUMO1-SIM PPI 5, SKN-1 block 11, NadD inh -2, LMPTP block -0.5, STEP inh 3 and MT1-MMP act inh -1.
CCc1ccc(/C=C2\SC(=S)N(CCCC(=O)Nc3ccc(C(=O)O)cc3)C2=O)cc1 was read as DNMT1 inh 1, Rpn11 inh inactive, Scp1 inh 9, CendR NRP1 mod -11, SUMO1-SIM PPI -24, SKN-1 block 6, NadD inh 26, LMPTP block 64*, STEP inh 16 and MT1-MMP act inh 4.
Cc1ccc(-n2c(O)c(C=NCc3ccccn3)c3ccccc3c2=O)cc1C was read as DNMT1 inh -5, Rpn11 inh inactive, Scp1 inh 4, CendR NRP1 mod -4, SUMO1-SIM PPI -16, SKN-1 block -2, NadD inh 6, LMPTP block 1.3, STEP inh -1 and MT1-MMP act inh -10.
`CC(=O)N1CC2([N+](=O)[O-])CN(C(C)=O)CC([N+](=O)[O-])(C1)C2(C)C` gave DNMT1 inh 3, Rpn11 inh inactive, Scp1 inh 7, CendR NRP1 mod -6, SUMO1-SIM PPI -2, SKN-1 block -1, NadD inh 2, LMPTP block 0.7, STEP inh -1 and MT1-MMP act inh -1.
`C[C@H]1COc2cccc(N3CCSCC3)c2S(=O)(=O)N1` gave CendR NRP1 mod -12, SUMO1-SIM PPI 6, SKN-1 block -9, NadD inh 4, LMPTP block -1.7 and MT1-MMP act inh 2.
`Cc1nnc(SCCOC(N)=O)n1C` gave DNMT1 inh 4, Rpn11 inh inactive, Scp1 inh -4, CendR NRP1 mod 1, SUMO1-SIM PPI 2, SKN-1 block 0, NadD inh -8, LMPTP block -0.7, STEP inh -4 and MT1-MMP act inh 0.
For Cc1nc2c(C#N)c(-c3ccc(Cl)cc3)ccn2n1 the results were DNMT1 inh 2, Rpn11 inh inactive, Scp1 inh 0, CendR NRP1 mod 6, SUMO1-SIM PPI -32, SKN-1 block -3, NadD inh 0, LMPTP block -0.4, STEP inh 0 and MT1-MMP act inh 1.
For CC(=C\c1ccccc1)/C=C1/SC(=O)N(CCCC(=O)Nc2ccc(C(=O)O)cc2)C1=O the results were DNMT1 inh 1, Rpn11 inh inactive, Scp1 inh -7, CendR NRP1 mod -8, SUMO1-SIM PPI -14, SKN-1 block -4, NadD inh 5, LMPTP block 2.0, STEP inh 3 and MT1-MMP act inh 4.
